# Screens (PubChem BioAssay)
# ER stress death: ER stress cell death inhibition; CSM14.1 thapsigargin ER stress survival, ATP luminescence; 48,000 compounds, 0.33% hits; relative survival (cellular ATP), % at 15 µg/mL (by protocol);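 active = survival measured by cellular ATP above 50% at 15 µg/ml in the first screen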;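 also: cell death triggered by about 15 µM thapsigargin; ATP read 24 h after thapsigargin was added; plate controls were thapsigargin with DMSO for no effect and DMSO without thapsigargin for full effect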
# The depositor's hits bear a star.
SMILES,ER stress death
Cc1cc(C(=O)COC(=O)c2ccc3c(c2)OCCO3)ccc1Br,5
COC(=O)C1=C(C)N(C)C(C)=C(C(=O)OC)C1c1ccsc1,2
COc1ccc(NC(=O)c2ccc(CN3CCN(c4ccccc4)CC3)cc2)cc1OC,-6
COc1cc2c(cc1NC(=O)c1ccc(OC)c([N+](=O)[O-])c1)oc1ccccc12,-3
COc1ccc(C2CC(=O)C3=C(C2)Nc2ccccc2NC3c2cccc(O)c2)cc1 (stereo not drawn),-4
COc1ccc(OC)c(/C=N\NC(=O)CNc2ccc(C)cc2)c1,-6
COc1ccc(N2C(=O)/C(=C3/C(=O)N(C)c4ccccc43)SC2=S)cc1,1
Cc1ccc(N(CC(=O)O)S(=O)(=O)c2ccc(F)cc2)cc1,12
Clc1ccc(-n2ncnc2-c2ccc(Br)cc2)cc1,7
CN1CCN(C(=O)c2ccc(Cl)cc2[N+](=O)[O-])CC1,6
O=S(=O)(c1cc(Cl)ccc1Cl)N1CCC(Cc2ccccc2)CC1,2
COc1ccc(/C=C2/SC(=S)N(CCc3ccccc3)C2=O)cc1OC,24
CC(C)(O)P(=O)(c1ccccc1)c1ccccc1,8
O=[N+]([O-])c1cccc(S(=O)(=O)Nc2ccc(O)c(Cl)c2)c1,0
O=C(Nc1nc2ccccc2[nH]1)C1CC1c1ccccc1 (stereo not drawn),7
C/C(=N\N=C1\NC(=O)C(CC(=O)Nc2ccc(Cl)c(Cl)c2)S1)c1ccc(Cl)cc1 (stereo not drawn),-5
CCSCCOC(=O)C1=C(C)N(C)C(=O)NC1c1ccc(OC)cc1 (stereo not drawn),10
CC(C)(C)OC(=O)N1N=C(c2ccc(Cl)cc2)CC1(O)C(F)(F)F (stereo not drawn),2
COC(=O)c1coc(-c2ccc(C)cc2)c1C(=O)OC,1
COc1ccc(/C=C/C(=O)NC(=S)Nc2ccccc2)cc1OC,-3
COc1ccc(NS(=O)(=O)c2cc(-c3nnnn3C)ccc2OC)cc1,1
NC(=O)C1(c2ccccc2)CCCN1C(=O)c1ccccc1Br (stereo not drawn),3
O=C(/C=C/c1ccccc1)Nc1ccc(S(=O)(=O)Nc2ccc(F)cc2)cc1,0
CCc1ccc(OCC(=O)Nc2ccc(I)cc2Cl)cc1,2
CCN(CC)c1ccc(N2C(=O)/C(=C/C=C/c3ccccc3)SC2=S)cc1,0
COc1cc2c(cc1OC)CN(c1ccc(C(=O)O)cc1)C(=O)C2,3
O=C(O)/C=C/C(=O)Nc1ccc(NC(=O)c2ccccc2)c(Cl)c1,0
COc1ccc(OC)c(N(CC(=O)N2CCOCC2)S(C)(=O)=O)c1,6
O=C(NCc1ccccc1)c1ccc(CN2CCN(c3ccccc3)CC2)cc1,5
Cc1ccc(C(=O)O/N=C(\N)c2ccccc2)cc1,-4
CC(C)(C)c1ccc(C(=O)N2N=C(c3ccc([N+](=O)[O-])cc3)CC2(O)C(F)(F)F)cc1 (stereo not drawn),12
Cc1cc(C)c2nc3s/c(=C\c4cc5c(cc4[N+](=O)[O-])OCO5)c(=O)n3c2c1,7
CCC(=O)Nc1ccc(NC(=O)c2ccco2)c(OC)c1,-4
CCCCCCCN1C(=O)/C(=C2\SC(=S)NC2=O)c2ccccc21,10
CCOC(=O)N1CCN(C(=O)NC23CC4CC(CC(C4)C2)C3)CC1,9
S=C(NCC1CCCO1)Nc1ccccc1 (stereo not drawn),8
O=C1Nc2ccc(Br)cc2C1=Cc1nc2ccccc2c(=O)n1-c1ccc([N+](=O)[O-])cc1,-2
CC(/C=C/c1ccco1)=N\Nc1nnc2c(n1)[nH]c1ccccc12,5
COc1ccc(Cl)cc1C(=O)NCCC1=CCCCC1,5
O=C1c2ccccc2-c2nc3cc(Br)cnc3nc21,-6
O=C(COc1ccc(Cl)cc1Cl)Oc1ccccc1,-3
CCOc1cccc(C(=O)Nc2sc(CC)cc2C(=O)OC)c1,8
CCN(CC)c1ccc(C(=O)N2CCN(c3ccc(F)cc3)CC2)cc1,7
CC1=C(C(=O)OCCCc2ccccc2)C(c2ccccc2F)CC(=O)N1 (stereo not drawn),2
C=CCn1c(SCC(=O)NCCCO)nc2sc3c(c2c1=O)CCCC3,6
COc1ccc(-n2nc3cc(C)c(NC(=O)COc4ccccc4C)cc3n2)cc1,11
COc1ccc(C(=O)NCCOc2ccccc2F)cc1OC,10
COC(=O)c1c(NC(=O)C(Cl)Cl)sc2c1CCCCCC2,4
O=C(/C=C/c1ccc2c(c1)OCO2)Nc1ccc(F)c(F)c1,5
CCc1ccc(NC(=O)/C(C#N)=C\c2ccc(I)o2)cc1,-3
NC(=O)NC(c1ccccc1)c1coc2ccccc12 (stereo not drawn),16
CCN(CC)Cc1c(O)ccc2c(=O)c(Oc3ccccc3Br)coc12,0
CCOc1ccccc1N1CCN(C(=O)c2cccc(F)c2)CC1,4
O=C(COc1ccc(Br)cc1)Nc1ccc(N2CCOCC2)c(Cl)c1,-3
Cc1cc(C(=O)N/N=C/c2c(C)[nH]c3ccccc23)n[nH]1,7
COc1ccc(C(=O)Nc2ccc([N+](=O)[O-])cc2Br)cc1,6
NC(=O)c1ccc(Sc2nc3ccccc3s2)c([N+](=O)[O-])c1,-5
O=C(/C=C/c1ccc2c(c1)OCO2)Nc1c(F)c(F)c(F)c(F)c1F,3
CC1(C)CC(=O)C=C(NCCc2ccccc2)C1,0
CCOC(=O)c1[nH]cnc1C(=O)Nc1ccc([N+](=O)[O-])cc1,1
# Continuation.
SMILES,ER stress death
O=C(Oc1cccc(/C=C2/SC(=S)N(c3ccccc3)C2=O)c1)c1ccco1,6
Cc1ccc(/C=C2\C=C(c3ccc(Cl)cc3)OC2=O)cc1[N+](=O)[O-],2
COC(=O)c1ccc(N2C(=O)CC(SC(=NCCc3ccccc3)Nc3ccccc3)C2=O)cc1 (stereo not drawn),7
O=C(COc1ccc(Cl)cc1Cl)Nc1ccc(F)c(Cl)c1,6
CCOc1ccccc1NC(=O)c1c(NC(=O)Cc2ccccc2)sc2c1CCC2,-1
O=C(Nc1ccc(Cl)c(Cl)c1)Nc1nnc(-c2ccc(F)cc2)s1,7
O=C1C(Cl)=C(NCCc2ccccc2)C(=O)N1c1cccc(Cl)c1Cl,-5
COc1ccc(C(C)NC(=O)CN(c2ccccc2C)S(=O)(=O)c2ccc(C)cc2)cc1 (stereo not drawn),0
CCOC(=O)c1ccc(N2NC(=O)/C(=C/c3ccc(OCc4ccccc4)c(OC)c3)C2=O)cc1,-2
CC(=NCCN1CCOCC1)c1c(C(F)(F)F)[nH]n(-c2nc3ccccc3s2)c1=O,-6
COC(=O)c1c(C)oc2cc(Br)c(OC(C)C(=O)OC)cc12 (stereo not drawn),-3
O=C(Nc1ccc(Cc2ccncc2)cc1)c1cccc(Cl)c1,9
COc1ccc(CCNC(=O)C2CC(=O)N(c3ccc(F)cc3)C2)cc1 (stereo not drawn),1
Clc1ccc(N2CCN(N=Cc3cccc4ccccc34)CC2)cc1,12
O=[N+]([O-])c1ccccc1-c1nc(-c2cccnc2)no1,-3
Cn1c(Cn2c(C(F)(F)F)nc3ccccc32)nc2ccccc21,2
CCOC(=O)C1=C(O)/C(=C/c2ccc(O)cc2)N=C1C,5
O=C(O)CCN1C(=O)c2ccc(S(=O)(=O)c3ccc(C(=O)O)cc3)cc2C1=O,8
O=C(CSc1nnc(-c2cccc(F)c2)n1-c1ccccc1)Nc1ccc(Br)cc1,3
CC(C)(C)C(=O)CC(C)(O)c1ccc(Cl)cc1 (stereo not drawn),-2
Cc1c(Cl)cccc1NCCC(=O)c1ccc([N+](=O)[O-])cc1,10
CCCOc1ccc(-c2cn3ccccc3n2)cc1,-9
Cc1cc2c(Nc3c([N+](=O)[O-])ccc4c3=NC3(CCCCC3)N=4)cccc2nn1,6
COc1ccc(Cl)cc1S(=O)(=O)N1CCN(C)CC1,3
O=C(Nc1ccc(Cl)c(Cl)c1)c1cnn2c1NC(c1ccccc1)CC2C(F)(F)F (stereo not drawn),-6
FC(F)(F)c1ccc2nnc(-c3cc(Br)ccc3OCc3ccccc3)n2c1,2
CSc1ccccc1C(=O)O/N=C1\CCCc2c1ccc(O)c2C,2
Cc1cccc(C(=O)O)c1NC(=O)C(C)Oc1ccccc1 (stereo not drawn),0
O=C(O)CCC(=O)Nc1ccc(-c2nc3cc4ccccc4cc3[nH]2)cc1,1
COc1cc(/C=N/NC(=O)CC2(C)OCCO2)cc(Br)c1OCc1cccc2ccccc12,3
COC(=O)c1cc(NC(=O)C(C)Oc2ccccc2)cc(C(=O)OC)c1 (stereo not drawn),2
O=C(Nc1nnc(-c2cccs2)s1)c1cccc2ccccc12,2
COc1ccccc1N(CC(=O)Nc1ccc(C)c(C)c1)S(=O)(=O)c1ccccc1,5
O=C1CC(c2ccc(F)cc2)c2cc(Br)c3ccccc3c2N1 (stereo not drawn),-7
O=C(NCCCN1CCOCC1)c1cc2n(n1)C(C(F)(F)F)CC(c1ccc(Cl)c(Cl)c1)N2 (stereo not drawn),-9
O=C(Nc1ccc(Cc2ccncc2)cc1)c1cc(Br)ccc1I,13
Cc1ccc(NC(=O)c2ccc(C3SCC(=O)N3Cc3ccccc3)cc2)c(C)c1 (stereo not drawn),2
S=C1NC2=C(C(c3ccc(Cl)cc3Cl)N1)N1CCC2CC1 (stereo not drawn),2
CCCN1C(=O)c2ccccc2NC1c1ccc(OC)c(COc2ccc([N+](=O)[O-])cc2)c1 (stereo not drawn),0
CN1C(=O)/C(=C\C=C\c2ccc(Br)cc2)SC1=S,10
Cc1cccc(N2CCN(C(=O)c3cccnc3)CC2)c1C,6
O=C(CSc1ccc(Cl)cc1Cl)Nc1cc(Cl)ccc1Cl,10
CC(C)C(=O)Nc1ccc2oc(-c3ccc(C(C)(C)C)cc3)nc2c1,4
COC(=O)CP(=O)(c1ccccc1)c1ccccc1,6
Cc1ccc(/C=N/NC(=O)C(C)O)cc1 (stereo not drawn),-2
CCOC(=O)CSc1nc2c(c(=O)n1C1CCOC(C)(C)C1)C1(CCCCC1)Cc1ccccc1-2 (stereo not drawn),7
O=C1NCC2=C1C(c1ccc(O)cc1)Nc1ccccc1N2 (stereo not drawn),-3
O=C(Nc1cc(C(F)(F)F)cc(C(F)(F)F)c1)c1ccc([N+](=O)[O-])cc1,-2
Clc1ccccc1CN1CCN(N=Cc2cccc(Cl)c2Cl)CC1,5
COc1ccc(Cc2nc3ccccc3c(=O)n2/N=C/c2cccs2)cc1OC,4
O=C1c2ccccc2C(=O)N1c1ncc(Cc2cccc(C(F)(F)F)c2)s1,-5
CC(C)c1nnc(NC(=O)CSc2nnc3c(n2)[nH]c2ccccc23)s1,10
Cc1cc2nc3s/c(=C\c4ccc(N5CCOCC5)c([N+](=O)[O-])c4)c(=O)n3c2cc1C,8
COC(=O)c1ccccc1NC(=O)CN(c1ccc(C)cc1)S(=O)(=O)c1ccc(F)cc1,4
CN(C)CCNC(=O)c1ccc(Br)cc1,-6
CC1(c2ccccc2)CC(C)(C)N(C(=O)CSC2=NCCS2)c2ccccc21 (stereo not drawn),6
CC(/C=C1\SC(=S)N(C(C(=O)O)c2ccccc2)C1=O)=C\c1ccccc1 (stereo not drawn),1
CC1=C(C(=O)Nc2cccc(Cl)c2)C(c2ccccc2F)NC(=S)N1 (stereo not drawn),4
COC(=O)c1c(C)oc2ccc(OC(=O)c3ccc(Cl)cc3)cc12,-1
COc1cccc(N2C(=O)C(=O)/C(=C(\O)c3ccccc3)C2c2ccccc2Cl)c1 (stereo not drawn),8
# Carrying on:
SMILES,ER stress death
O=C(NCCN1CCN(C(=O)c2ccccc2Cl)CC1)C(=O)Nc1ccccc1,3
COc1ccc(C2C3=C(CC(C)(C)CC3=O)OC3=C2C(=O)CC(C)(C)C3)cc1Br,3
CC(C)c1ccc(C2/C(=C(\O)c3ccccc3)C(=O)C(=O)N2CCCC(=O)O)cc1 (stereo not drawn),4
C=CCc1cccc2cc(C(=O)Nc3cc(OC)ccc3OC)c(=O)oc12,4
O=C(N/N=C/c1ccccc1O)C1CC(=O)N(c2ccc(Br)cc2)C1 (stereo not drawn),3
Cc1cc(/C=C2\SC(=O)N(C)C2=O)c(C)n1-c1cccc([N+](=O)[O-])c1,3
CC(NC(=O)OC(C)(C)C)C(=O)Oc1cc2oc(=O)cc(-c3ccccc3)c2cc1Cl (stereo not drawn),-6
CN(C)CCNc1ccc(Cl)cc1[N+](=O)[O-],-5
O=C1c2cccc3cccc(c23)C(=O)N1c1ccc2c(c1)OCO2,2
COc1ccccc1NC(=O)C(=O)NNC(=O)COc1ccc(Cl)cc1,2
O=C(/C=C/c1ccc(S(=O)(=O)Nc2ccccc2)cc1)C1C(=O)c2ccccc2C1=O,0

# Taken from above, 18 compounds:
SMILES,ER stress death
COC(=O)c1ccccc1NC(=O)CN(c1ccc(C)cc1)S(=O)(=O)c1ccc(F)cc1,4
CN(C)CCNC(=O)c1ccc(Br)cc1,-6
CC1(c2ccccc2)CC(C)(C)N(C(=O)CSC2=NCCS2)c2ccccc21 (stereo not drawn),6
CC(/C=C1\SC(=S)N(C(C(=O)O)c2ccccc2)C1=O)=C\c1ccccc1 (stereo not drawn),1
CC1=C(C(=O)Nc2cccc(Cl)c2)C(c2ccccc2F)NC(=S)N1 (stereo not drawn),4
COC(=O)c1c(C)oc2ccc(OC(=O)c3ccc(Cl)cc3)cc12,-1
COc1cccc(N2C(=O)C(=O)/C(=C(\O)c3ccccc3)C2c2ccccc2Cl)c1 (stereo not drawn),8
O=C(NCCN1CCN(C(=O)c2ccccc2Cl)CC1)C(=O)Nc1ccccc1,3
COc1ccc(C2C3=C(CC(C)(C)CC3=O)OC3=C2C(=O)CC(C)(C)C3)cc1Br,3
CC(C)c1ccc(C2/C(=C(\O)c3ccccc3)C(=O)C(=O)N2CCCC(=O)O)cc1 (stereo not drawn),4
C=CCc1cccc2cc(C(=O)Nc3cc(OC)ccc3OC)c(=O)oc12,4
O=C(N/N=C/c1ccccc1O)C1CC(=O)N(c2ccc(Br)cc2)C1 (stereo not drawn),3
Cc1cc(/C=C2\SC(=O)N(C)C2=O)c(C)n1-c1cccc([N+](=O)[O-])c1,3
CC(NC(=O)OC(C)(C)C)C(=O)Oc1cc2oc(=O)cc(-c3ccccc3)c2cc1Cl (stereo not drawn),-6
CN(C)CCNc1ccc(Cl)cc1[N+](=O)[O-],-5
O=C1c2cccc3cccc(c23)C(=O)N1c1ccc2c(c1)OCO2,2
COc1ccccc1NC(=O)C(=O)NNC(=O)COc1ccc(Cl)cc1,2
O=C(/C=C/c1ccc(S(=O)(=O)Nc2ccccc2)cc1)C1C(=O)c2ccccc2C1=O,0

# The list is partial; count on the stated rates, not on these rows.
